VIM-2 inh: blocks Pseudomonas aeruginosa VIM-2 metallo-beta-lactamase; purified VIM-2, nitrocefin hydrolysis, epi-absorbance fluorescence; inhibition, % at 5.6 µM; 290,000 tested, 0.89% active;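 active = inhibition above the mean of all tested compounds plus 3 SD, cutoff set per screening run, cut at about 7.5% in these data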;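 note: red hydrolysis product quenches plate fluorescence so inhibitors raise well fluorescence; 0% = enzyme with DMSO and 100% = DMSO without enzyme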
MEKK3 PB1 HTS: modulators (inhibitors or enhancers) of MEK5 binding to human MEKK3 PB1 domain; Q99759; binding response (% of control), % at 10 µM; bead-based flow cytometry, Alexa488-MEK5 binding to MEKK3; actives lie on both sides; 0 = blocked by unlabeled MEK5, 100 = vehicle; 290,000 tested, 1.4% active;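 active = binding response more than 3 SD above or below the average of its plate-row segment, actives on both sides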;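 note: Alexa488 bead fluorescence after subtracting the streptavidin-only scavenger bead signal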
UBC9 SUMO inh: inhibitors of human SUMOylation (UBC9). P63279. HTRF SUMOylation assay, SAE1/SAE2 + UBC9, in vitro. inhibition, % at 35 µM. 290,000 tested, 0.36% active. AID 2006; in the data active = inhibition above about 50%, passing the limit was not always enough; note: strong numbers were not always called active
Target sequence (P63279 whole entry, looked up): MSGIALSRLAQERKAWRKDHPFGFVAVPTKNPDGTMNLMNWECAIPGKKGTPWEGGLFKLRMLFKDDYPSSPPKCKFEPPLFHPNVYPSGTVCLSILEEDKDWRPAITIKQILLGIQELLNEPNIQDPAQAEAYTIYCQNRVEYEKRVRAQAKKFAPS
HCV NS3 hel inh: HCV NS3 helicase inhibition; 290,000 tested, 0.56% active; NS3 helicase DNA unwinding, Cy5 molecular beacon fluorescence; AID 1800; inhibition, % at 10.9 µM;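 active = inhibition above the mean of all tested compounds plus 3 SD, set per campaign, cut at about 35% in these data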;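 note: 0% = DMSO wells and 100% = thioflavine S control wells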
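test system = hepatitis C virus NS3 helicase domain fragment enzyme | reagent = annealed dual-labelled DNA beacon duplex, ATP-started | times = 1 h at 25 °C | detection = Cy5 fluorescence, 0 and 60 min reads | read-out basis = percent inhibition from t60/t0 fluorescence ratio | control set = DMSO and thioflavine S | replication = one well per compound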
IMP-1 inhibitor: inhibitors of Pseudomonas aeruginosa IMP-1 metallo-beta-lactamase; purified IMP-1, nitrocefin hydrolysis, epi-absorbance fluorescence; inhibition, % at 5.6 µM; 290,000 tested, 0.45% active;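 active = inhibition above the mean plus 3 SD of all compounds in the same screening run, cut at about 4.5% in these data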;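 note: 0% = IMP-1 with DMSO and 100% = DMSO wells lacking enzyme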
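Assay system: purified IMP-1; Quantity: IMP-1 0.2 nM before substrate addition; Medium: HEPES buffer pH 7.1 with ZnSO4 and Brij 35; Incubation: 15 min enzyme–compound preincubation, then 25 min nitrocefin reaction, 25 °C; Signal: fluorescence quenching readout, ex 480/em 530 nm; Controls: DMSO with and without IMP-1; Repeats: singlicate testing.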
FID counter: fluorescent intercalator displacement, NS3 helicase counter-screen. inhibition, % at 7.9 µM. AID 1845. 290,000 tested, 0.17% active. DNA fluorescent intercalator displacement, fluorescence; in the data active = inhibition above about 37%;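 note: 0% = vehicle and 100% = reference compound; higher means more ethidium bromide displaced from hairpin DNA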
pCIP destab: compounds decreasing mouse p/CIP protein stability | Q05BA5 | F442A p/CIP-EGFP cells, EGFP fluorescence, 16 h | decrease of EGFP signal, % at 10 µM | 290,000 tested, 0.01% active;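 active = EGFP signal decrease of at least 30% at 10 µM or well 3 SD below plate mean, unless failing retest; inactive = the rest, including hits failing retest or dose response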; note: some compounds called inactive have numbers as strong as hits; many of its hits are not listed in these tables
PHOSPHO1 inh: PHOSPHO1 (human) inhibition | Q8TCT1 | recombinant PHOSPHO1, absorbance phosphatase assay | inhibition, % at 13.3 µM | 290,000 tested, 1.1% active; in the data active = inhibition above about 60%
Target sequence (Q8TCT1 whole entry, looked up): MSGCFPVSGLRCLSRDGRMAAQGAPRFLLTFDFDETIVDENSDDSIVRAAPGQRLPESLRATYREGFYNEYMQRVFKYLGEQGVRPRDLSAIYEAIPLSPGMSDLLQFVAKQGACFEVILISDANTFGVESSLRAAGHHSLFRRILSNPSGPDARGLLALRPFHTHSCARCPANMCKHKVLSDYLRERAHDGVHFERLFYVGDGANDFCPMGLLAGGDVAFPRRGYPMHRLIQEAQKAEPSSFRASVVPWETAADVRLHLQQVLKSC
IDE cell activ: IDE (human) activation, cell-based; P14735; HEK cells, FAbeta-B cleavage, fluorescence polarization; 0% vehicle, 100% cell-free pure enzyme wells; activation, % at 5.96 µM; 340,000 tested, 0.073% active; AID 493087;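 active = activation above the mean of all tested compounds plus 3 SD, set per screening campaign, cut at about 17% in these data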
Active calls of the source: *; x = no result given. This is a subset. The share of hits here may be higher or lower than overall.

SMILES	VIM-2 inh	MEKK3 PB1 HTS	UBC9 SUMO inh	HCV NS3 hel inh	IMP-1 inhibitor	FID counter	pCIP destab	PHOSPHO1 inh	IDE cell activ
O=c1c2cc(NC(=S)N3CCCCC3)ccc2nc2n1CCCCC2	-2.4	102	11	3	-1.8	-12	-2	-66	-1
Cc1ccc(/C=C/S(=O)(=O)NCC(=O)OCC(=O)N2CC(=O)Nc3ccccc32)cc1	-2.3	94	8	2	-3.3	-28	-6	37	5
CC(C)C(NS(=O)(=O)c1cccc2nsnc12)C(=O)NCc1ccco1 (stereo not given)	-5.4	95	-13	13	-3.6	-4	-10	37	-1
Cc1cc2[nH]c(=O)c(=O)[nH]c2cc1S(=O)(=O)N1CCN(c2cccc(C)c2C)CC1	0.0	98	30	5	0.7	-35	-2	33	-3
COc1cc(/C=N/NC(=O)CNC(=O)c2cccs2)ccc1O	-0.7	96	-11	-5	-2.3	-4	1	6	2
CN(C)NC(=O)c1ccsc1NC(=O)c1ccc(S(=O)(=O)N(C)C)cc1	1.6	92	8	-1	0.3	-10	3	24	-4
CC(C)CCN1CCN(Cc2cccs2)CC1CCO (stereo not given)	-2.2	104	11	4	-3.0	0	-6	27	-2
O=C(CS(=O)CC(=O)N(CC(=O)NC1CCCC1)c1ccccc1F)Nc1ccc(F)cc1 (stereo not given)	-1.8	96	-2	-3	-3.5	-27	-2	39	2
CC(=O)Nc1ccc(C(=O)OCC(=O)NC(=O)NC(C)(C)C)cc1	-3.8	98	16	-2	-3.0	-12	-12	4	4
CCOc1ncccc1C(=O)Nc1ccc(C)cn1	-2.3	102	4	0	-1.2	-19	-7	15	3
O=C(CN1C(=O)C2CCCCN2C(=O)c2ccccc21)Nc1ccc(F)cc1 (stereo not given)	-1.6	103	16	-6	-2.5	-6	2	38	-1
CN(CC(=O)N1CCN(c2ccccn2)CC1)S(=O)(=O)c1ccccc1	-2.7	110	12	0	-2.1	-9	-4	-27	0
COc1cc(NS(=O)(=O)c2c(C)oc3c(F)c(F)c(F)c(F)c23)cc(OC)c1OC	-1.2	97	-15	-8	-2.3	-35	6	-32	-7
Cc1cccc(NC(=S)N2CCN(S(C)(=O)=O)CC2)c1	0.2	96	5	-5	-2.1	-3	0	21	-2
COc1ccc(CCNC(=O)c2n[nH]c(=O)c3ccccc23)cc1	-0.4	99	-13	-3	0.9	-2	7	8	-4
CC(=O)Oc1ccc(C(=O)OCC(=O)c2c(N)n(C)c(=O)n(C)c2=O)cc1OC(C)=O	-1.2	105	10	-3	-4.7	1	0	-10	2
O=C(NCc1cccs1)c1ccc2c(c1)ncn2C1CCCC1	1.1	99	-12	-3	-1.6	-15	0	14	0
C=CCn1c(SCC(=O)Nc2cccnc2Cl)nnc1-c1ccc(Cl)cc1	-3.6	97	10	0	-5.2	-32	0	3	2
COc1ccc2[nH]c(C(=O)N3CCN(c4ccccc4F)CC3)c(C)c2c1	-1.6	92	7	-10	0.1	-30	-1	40	-1
CCCCOC(=O)Cn1c(=O)n(CC(=O)OCCCC)c2cc(C)ccc21	-2.9	97	11	-3	-5.2	-35	2	13	-7
Cc1cc(-c2ccc(C)c(S(=O)(=O)Nc3cccc(CN4CCCC4)c3)c2)on1	-1.3	104	13	-19	-2.2	10	1	33	1
O=C(c1cc(C(=O)N2CCOCC2)c2nc3ccccc3n2c1)c1ccccc1O	0.5	67	26	1	0.5	-16	-4	38	x
COc1ccc(-c2nc3c(=O)n(C)c(=O)[nH]c3n2CCc2ccccc2)cc1	-1.6	91	15	12	-2.9	-13	2	-12	7
COc1ccc(N2C(=O)CCC(C(=O)Nc3ccccn3)C2c2ccc(OC)c(OC)c2)cc1 (stereo not given)	-1.2	100	9	7	-4.6	-25	-6	46	1
COc1cc(C(=O)OCCN2CCOCC2)cc(OC)c1OC	-2.2	98	-35	3	-2.3	4	2	-15	2
Cn1c(CCNC(=O)c2cccs2)nnc1SCC(=O)N1CCN(c2ccccc2)CC1	-1.4	102	2	6	-3.9	-11	-10	-10	0
Cc1ccc(CS(=O)(=O)c2ncc(Cl)c(C(=O)Nc3nnc(C)s3)n2)cc1	-3.7	98	2	10	-2.9	-26	-11	50	6
COc1ccc(S(=O)(=O)N2CCCC2=O)cc1N(C)S(C)(=O)=O	-0.5	103	4	2	-0.1	-2	-6	19	5
CS(=O)(=O)N(CC(=O)NCCSCc1cccc(Cl)c1)c1ccc(F)cc1	0.9	105	-6	-4	0.9	-25	11	-3	1
CC(NC(=O)Nc1ccc(F)cc1)c1ccc2c(c1)OCO2 (stereo not given)	-2.2	101	-4	-1	-3.0	-15	-5	19	1
O=C(Nc1ccc(Nc2ccccc2)cc1)c1cccc(F)c1	0.0	98	-23	-8	0.9	10	-6	-1	-5
O=C(CSc1nc2ccccc2n1Cc1ccc(Cl)cc1)N/N=C/c1ccccc1C(=O)O	-1.4	100	22	19	-4.3	-26	-7	25	-3
O=C(CSC1=Nc2ccccc2C2=NC(CC(=O)NC3CCCCC3)C(=O)N12)NCc1ccco1 (stereo not given)	1.9	102	6	16	2.5	-25	-8	46	-4
CN1CCN(C2OC(=O)c3ccccc32)CC1 (stereo not given)	-5.9	87	25	2	-1.9	1	-1	11	5
Cc1cc(C)n(Cc2cccc(F)c2)c(=O)c1C#N	-3.9	89	8	-3	0.6	1	-5	10	3
CCCS(=O)(=O)c1nc(S(=O)(=O)c2ccc(C)cc2)c(NCc2ccc3c(c2)OCO3)s1	-1.9	115	1	-6	-3.1	-18	-2	-3	-2
CCCC/C(C)=N\NC(=O)CNS(=O)(=O)c1ccc([N+](=O)[O-])cc1	-3.3	104	7	0	-0.1	-3	-6	26	4
Nc1cccc(S(=O)(=O)Nc2ccc(Br)cc2)c1	-0.8	96	2	0	-4.4	-5	-6	24	-2
CSc1nc2n(n1)C(c1cc(Br)ccc1F)C(C(=O)N(C)C)=C(C)N2 (stereo not given)	-0.6	98	-4	11	-1.7	-4	-16	38	-1
Cc1ccc2nc3c(cc(C(=O)NCCc4ccccc4)c(=N)n3CCN3CCOCC3)c(=O)n2c1	0.0	101	28	0	-4.3	-16	-19	26	0
CCOc1cnc(-c2c(-c3c(Cl)cccc3Cl)noc2C)o1	-2.2	104	-18	11	-2.0	-11	-3	-22	4
O=C(NCCc1ccccc1)c1ccnc(/C=N/O)c1	-2.7	80	15	-1	-2.3	-1	-6	23	3
COCc1cc(C)nc(OCC(=O)N/N=C/c2ccc(OC)c(OC)c2)c1C#N	-2.9	123	-1	8	-2.6	-24	-3	0	4
CN(C)C=NC(=O)c1cc(C(=O)c2ccc(F)cc2)c[nH]1	-0.4	102	9	13	-4.1	2	9	45	-6
C/C(=N\NC(=O)C1(C)CC1(Br)Br)c1ccc(C)cc1C (stereo not given)	-1.0	103	-1	-2	-0.9	-39	-3	16	-3
CC1=NN(C(=O)c2ccc(Cn3cc(Br)c([N+](=O)[O-])n3)o2)C(O)(C(F)(F)F)C1 (stereo not given)	-7.2	94	-27	-13	-5.4	1	-7	-6	0
Cc1cc(O)c(C(C)C)cc1NC(=O)c1ccc(Cl)cc1	-1.5	99	-24	7	-1.4	-2	-8	21	0
N#CNC(=Nc1cccc(C(F)(F)F)c1)SCc1ccc(C(=O)O)cc1	-4.2	99	2	11	-3.6	-20	-3	-4	-2

Ordered by count of non-hydrogen atoms (highest first): some entries from above
SMILES	VIM-2 inh	MEKK3 PB1 HTS	UBC9 SUMO inh	HCV NS3 hel inh	IMP-1 inhibitor	FID counter	pCIP destab	PHOSPHO1 inh	IDE cell activ
Cc1ccc2nc3c(cc(C(=O)NCCc4ccccc4)c(=N)n3CCN3CCOCC3)c(=O)n2c1	0.0	101	28	0	-4.3	-16	-19	26	0
CC1=NN(C(=O)c2ccc(Cn3cc(Br)c([N+](=O)[O-])n3)o2)C(O)(C(F)(F)F)C1 (stereo not given)	-7.2	94	-27	-13	-5.4	1	-7	-6	0
CSc1nc2n(n1)C(c1cc(Br)ccc1F)C(C(=O)N(C)C)=C(C)N2 (stereo not given)	-0.6	98	-4	11	-1.7	-4	-16	38	-1

(further entries)
SMILES	VIM-2 inh	MEKK3 PB1 HTS	UBC9 SUMO inh	HCV NS3 hel inh	IMP-1 inhibitor	FID counter	pCIP destab	PHOSPHO1 inh	IDE cell activ
COC(=O)c1ccc(COc2ccccc2/C=C(\C#N)C(=O)Nc2c(C)cccc2C)cc1	-6.3	99	-26	2	-3.2	-7	10	0	6
C=CCn1c(SCc2nc3ccccc3c(=O)[nH]2)nc2ccccc2c1=O	-0.4	102	3	-3	-2.4	-5	11	10	6
Cc1ccc(C)c(NC(=S)NC(NC(=O)Cc2cccc3ccccc23)C(Cl)(Cl)Cl)c1 (stereo not given)	-1.6	103	29	12	0.6	-5	-7	-9	-2
O=C(Nc1cccc(NC(=O)c2cccnc2)c1)c1cccnc1	-4.7	106	-12	15	-3.7	-2	2	4	1
CCCCC(CC)CNC(=O)C1CC=CCC1C(=O)O (stereo not given)	-1.9	94	-9	-8	-2.6	-5	2	-10	0
COc1ccc(N2CCN(C(=O)CSc3nnc4c(C)cc5c(C)cc(C)cc5n34)CC2)cc1	-1.7	101	-1	-4	-1.6	-10	2	33	5
Cc1ccc(C(=O)NCCSC(C)(C)C)cc1[N+](=O)[O-]	-1.1	104	3	10	-0.8	-5	0	-8	1
COCCN1Cc2cccc(C(=O)NCCc3ccccc3)c2C1=O	-3.5	104	10	-5	-3.9	-21	-9	-14	4
Cc1nnc(NC(=O)CSc2nc(CC(C)C)nc3c2c(=O)n(C)c(=O)n3C)s1	-1.6	102	15	-2	-1.9	0	-5	-10	1
CCCSc1nc(NCc2ccco2)c2c3c(sc2n1)COC(C)(CC)C3 (stereo not given)	3.2	103	-13	9	-1.6	-14	9	27	-1

3 entries drawn at random from the list so far, as already listed:
SMILES	VIM-2 inh	MEKK3 PB1 HTS	UBC9 SUMO inh	HCV NS3 hel inh	IMP-1 inhibitor	FID counter	pCIP destab	PHOSPHO1 inh	IDE cell activ
COCCN1Cc2cccc(C(=O)NCCc3ccccc3)c2C1=O	-3.5	104	10	-5	-3.9	-21	-9	-14	4
CCCCC(CC)CNC(=O)C1CC=CCC1C(=O)O (stereo not given)	-1.9	94	-9	-8	-2.6	-5	2	-10	0
COc1ccc(N2CCN(C(=O)CSc3nnc4c(C)cc5c(C)cc(C)cc5n34)CC2)cc1	-1.7	101	-1	-4	-1.6	-10	2	33	5
